MsrA act: activates bovine MsrA enzyme; activation, % at 10.6 µM; 360,000 compounds, 0.3% hits; purified bovine MsrA, absorbance read-out; AID 602163; in the data active means activation above about 7.5%;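 further: 0% = vehicle and 100% = reference activator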
Neddylation inh: inhibitors of human cullin neddylation | P61081+Q13564 | TR-FRET cullin neddylation, biochemical | calls only at 25 µM | 360,000 compounds, 0.58% hits | AID 651699; in the data active means inhibition above about 36%
CSN deneddyl inh: CSN deneddylation inhibition. Purified CSN, SCF-Nedd8-OG deneddylation, fluorescence polarization. inhibition, % at 12.5 µM. 360,000 compounds, 0.38% hits;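 active means pattern-corrected inhibition above about 35%, with an unprinted fluorescence ratio check between 0.5 and 1.5, limit read from the data, passing the limit was not always enough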;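 further: 0% = enzyme with substrate and 100% = substrate without enzyme; some results filed as inactive read as strong as hits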
Target sequence (Q92905 whole entry, looked up, one chain of several): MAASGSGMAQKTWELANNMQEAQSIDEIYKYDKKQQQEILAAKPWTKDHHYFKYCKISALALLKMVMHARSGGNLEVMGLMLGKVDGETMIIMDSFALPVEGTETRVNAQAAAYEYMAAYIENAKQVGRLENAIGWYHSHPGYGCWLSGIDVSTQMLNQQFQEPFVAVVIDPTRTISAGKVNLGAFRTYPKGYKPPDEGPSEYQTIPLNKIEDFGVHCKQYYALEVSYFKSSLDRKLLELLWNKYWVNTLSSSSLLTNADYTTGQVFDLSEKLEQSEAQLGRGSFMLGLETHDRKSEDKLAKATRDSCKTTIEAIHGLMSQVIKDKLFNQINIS
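Assay system: purified human Csn5 enzyme expressed in HEK293T cells; Input: 0.24 nM Csn5 enzyme, final concentration; Reagent: 10 nM SCFSkp2-Nedd8OG; Compound dosing: 12.5 µM single point; Times: reaction 90 min, room temperature; Technique: fluorescence polarization readout.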
Rin1 Abl inh: inhibitors of human Rin1-Abl protein interaction | P00519+Q13671 | TR-FRET Rin1/Abl binding, biochemical | inhibition, % at 7.35 µM | 360,000 compounds, 0.4% hits | AID 588664; in the data active means inhibition above about 5%, passing the limit was not always enough
FAS TE block: blocks the thioesterase domain of human fatty acid synthase | P49327 | recombinant FAS-TE, OMFH fluorogenic substrate, fluorescence endpoint | inhibition, % at 15 µM | 360,000 compounds, 0.67% hits | AID 602261;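 active means compounds whose normalised, plate-corrected inhibition of enzyme fluorescence in the single-dose primary screen is 50% or more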;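 further: 0% = DMSO with enzyme and 100% = substrate without enzyme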
Tb MetRS inh: Trypanosoma brucei MetRS inhibition; purified T. brucei MetRS, ATP depletion, Kinase-Glo luminescence; inhibition, % at 11.9 µM; 360,000 compounds, 0.4% hits; AID 624268;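 active means inhibition above a per-plate cutoff of the control wells' mean inhibition plus 3 SD, cut at about 5.5% in these data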;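 further: 0% = DMSO wells median and 100% = median of wells with control inhibitor compound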
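Test system – parasite MetRS enzyme · Reagent – substrates ATP, L-methionine and bulk Escherichia coli tRNA · Doses – 11.9 µM compound single dose, 0.9% DMSO · Times – 15 min enzyme-compound preincubation, 2 h reaction, 10 min detection, 25 °C · Signal – Kinase-Glo luminescence, ATP depletion format · Controls – DMSO-only wells as low control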
eLon inh: E. coli protease La inhibition | purified E. coli Lon protease, fluorescence polarization | inhibition, % at 7.94 µM | AID 602123 | P0A9M0 | 360,000 compounds, 0.42% hits; in the data active means inhibition above about 13%, passing the limit was not always enough;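 further: 0% = enzyme with probe and DMSO and 100% = no enzyme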
PABP1 MLLE inh: inhibitors of microRNA-mediated deadenylation, human PABP1 MLLE binding; GST-MLLE / FITC-PAM2 fluorescence polarization; P11940; inhibition, % at 20 µM; AID 588489; 360,000 compounds, 0.36% hits; in the data active means inhibition above about 35%, passing the limit was not always enough;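 further: plate controls were DMSO wells with GST-MLLE for no effect and wells lacking GST-MLLE protein for full effect; some results filed as inactive read as strong as hits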
Target sequence (P11940 whole entry, looked up): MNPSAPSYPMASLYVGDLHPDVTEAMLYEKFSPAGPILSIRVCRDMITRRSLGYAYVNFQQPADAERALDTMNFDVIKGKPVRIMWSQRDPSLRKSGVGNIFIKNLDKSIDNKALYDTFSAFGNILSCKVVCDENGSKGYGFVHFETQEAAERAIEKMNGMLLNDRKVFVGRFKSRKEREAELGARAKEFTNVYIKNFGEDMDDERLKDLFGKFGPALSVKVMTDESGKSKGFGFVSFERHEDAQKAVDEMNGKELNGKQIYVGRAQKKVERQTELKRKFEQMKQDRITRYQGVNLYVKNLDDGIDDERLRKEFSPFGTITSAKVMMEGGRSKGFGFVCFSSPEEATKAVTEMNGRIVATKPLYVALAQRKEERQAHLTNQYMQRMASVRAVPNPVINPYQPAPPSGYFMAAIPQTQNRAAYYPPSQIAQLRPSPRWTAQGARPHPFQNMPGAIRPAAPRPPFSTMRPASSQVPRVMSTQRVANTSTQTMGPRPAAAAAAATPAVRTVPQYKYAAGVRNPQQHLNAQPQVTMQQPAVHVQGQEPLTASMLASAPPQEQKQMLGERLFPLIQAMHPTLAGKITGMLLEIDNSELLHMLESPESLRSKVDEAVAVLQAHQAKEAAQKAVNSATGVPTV
MsrA inh: inhibitors of bovine MsrA; purified bovine MsrA, absorbance read-out; inhibition, % at 15.5 µM; 360,000 compounds, 0.75% hits; AID 651718; in the data active means inhibition above about 4.5%;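 further: 0% = vehicle wells with enzyme and 100% = reference inhibitor wells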
Active calls of the source: *; i = inactive; / = not tested or not shown; + = active, no number.

SMILES	MsrA act	Neddylation inh	CSN deneddyl inh	Rin1 Abl inh	FAS TE block	Tb MetRS inh	eLon inh	PABP1 MLLE inh	MsrA inh
NC(=O)c1nsnc1-c1ccccc1O	-4	i	4	2	-6	-0.7	-4	2	/
C=CC1=C2C=C(C3CC3)N(CC3CC3)C=C2C(=O)C(C)(OC(=O)c2ccco2)C1=O (configuration not stated)	0	i	0	1	-13	-0.3	15	-1	0.1
COc1ccc(/C=C/C(=O)Nc2c(C)nn(C)c2C)cc1COc1ccc(Br)cc1	-2	i	-2	-1	-2	2.2	-3	11	-0.3
O=S(=O)(Cc1ccccc1Cl)NCCc1ccc(F)cc1	-1	i	-4	3	1	-0.3	6	-5	0.3
O=C(CSc1nnc(CCc2ccccc2)n1-c1ccc(Cl)cc1)NCc1ccccc1	0	i	1	-4	6	-0.2	4	-6	1.6
O=C(NCCCn1ccnc1)c1cc(S(=O)(=O)N2CCOCC2)ccc1F	0	i	-1	1	-2	-0.3	2	-6	0.1
O=C1c2ccccc2-c2nnc(-c3ccc(O)cc3)cc21	5	i	-1	-1	-6	-0.4	0	5	-0.7
CC1CCC(NC(=O)c2ccc(NC(=O)CC3SC(N4CCCC4)=NC3=O)cc2)CC1 (configuration not stated)	-4	i	1	-1	-4	-0.3	1	4	-0.8
Cc1ccccc1NC(=S)NNc1ncc(C(F)(F)F)cc1Cl	-4	i	2	-3	-4	-1.0	1	9	-0.1
COc1ccc(CNC(=O)COC(=O)CCOc2ccc(C)cc2)cc1	-2	i	-7	-3	-3	-0.7	3	1	0.5
CC(C)N(C)c1ncnc2c1ncn2[C@H]1CN(Cc2ccncc2)C[C@@H](CO)O1	-12	i	-2	-1	-10	-0.5	9	-11	-0.1
CC(C)C[C@H]1CN(CCCC[C@H]2CNC(=O)C(=O)N2CCc2ccccc2)C(=O)C(=O)N1CCc1ccccc1	4	i	2	/	-8	-0.7	-8	/	0.1
O=[N+]([O-])c1ccccc1NCCNc1ncc(C(F)(F)F)cc1Cl	-1	i	-2	-2	19	-1.0	6	-7	-1.0
CC(=O)Oc1ccc2occ(/C=N/c3cc(=O)[nH]c(=S)[nH]3)c(=O)c2c1	0	i	2	-6	-1	-0.2	-10	36	3.4
CCC(Sc1ccccn1)C(=O)Nc1cccc([N+](=O)[O-])c1 (configuration not stated)	-9	i	-2	0	18	-1.6	3	0	0.2

Taken from above.
For Rin1 Abl inh, `COc1ccc(CNC(=O)COC(=O)CCOc2ccc(C)cc2)cc1` is listed with -3
For MsrA inh, `CCC(Sc1ccccn1)C(=O)Nc1cccc([N+](=O)[O-])c1` (configuration not stated) is listed with 0.2

Later entries.
SMILES	MsrA act	Neddylation inh	CSN deneddyl inh	Rin1 Abl inh	FAS TE block	Tb MetRS inh	eLon inh	PABP1 MLLE inh	MsrA inh
NS(=O)(=O)c1cccc(NC(=O)CSc2nn(-c3ccccc3)c(=S)s2)c1	-5	i	-6	-1	4	0.7	-8	-32	1.5
Cc1cc(N2CCCC2)ccc1NC(=O)CN1C(=O)NC(C)(c2ccccc2)C1=O (configuration not stated)	-3	i	-7	1	-1	-0.4	-7	-18	0.2
CC(C)(C)NS(=O)(=O)c1ccc(NC(=O)C2CCCCC2)cc1	-9	i	4	1	0	-0.8	-2	15	-0.9
O=C(Cc1c(F)cccc1Cl)NNC(=O)c1ccncc1	-2	i	0	0	-7	0.7	6	-1	-0.2
CCN(CC(=O)Nc1ccc(OC)cc1)C(=O)c1ccc(Cl)c(S(=O)(=O)N2CCCC2)c1	-9	i	-5	3	4	-0.2	-2	-6	-1.1
CCSc1ccc(-c2cc(NC=O)c3ncc(-c4cc(OC)c(OC)c(OC)c4)n3c2)cc1	0	i	10	-5	12	-0.1	-42	-25	0.9
O=C(COC(=O)c1cc(S(=O)(=O)N2CCOCC2)ccc1O)NCc1ccc2c(c1)OCO2	-1	i	-4	1	-3	-0.1	-10	7	0.9
CCn1c2ccccc2c2cc(CNCc3ccc(OC)cc3OC)ccc21	-4	i	4	5	-12	-0.6	9	-2	-1.7
CCOC(=O)c1c(NC(C)=O)no[n+]1[O-]	1	i	-3	1	-5	-0.5	1	-8	1.0
CC(NC(=O)C1CCCCC1)C(=O)NC1=NCCS1 (configuration not stated)	3	i	0	-2	-7	-0.9	8	27	0.0
CS(=O)(=O)N1CCC(C(=O)NNC(=O)Nc2ccc(F)c(Cl)c2)CC1	-8	i	2	4	-6	0.0	-15	6	0.4
COc1cccc(/C=N/n2c(=O)[nH]c3ccccc32)c1OC	-1	i	-4	1	-5	-0.7	-6	-1	0.2
CCCCn1c(NCc2ccc(N(C)C)cc2)nc2ccccc21	-3	i	4	-1	3	-0.2	2	-7	-1.3
O=c1[nH]nc(-c2ccc(F)cc2)cc1-c1ccccc1	-2	i	-4	3	0	0.4	-8	-2	-0.5
CCCc1ccc(OCCNC(=O)CC)cc1	-4	i	4	1	-6	-1.2	-1	2	0.3
Cc1ccc(C(=O)OCC(=O)NN2C(=O)NC3(CCC(C)CC3)C2=O)cc1 (configuration not stated)	-8	i	5	-1	-5	-0.7	5	2	0.1
CCOC(=O)c1c(C)[nH]c(C)c1S(=O)(=O)NCCCN1CCOCC1	-4	i	2	2	-6	0.0	-4	3	-0.3
Cc1cccc(C)c1NC(=O)Nc1nnc([C@H]2C[C@H](O)[C@@H](CO)O2)s1	-4	i	4	-2	-9	-0.2	0	20	-1.2
COc1ccccc1NC(=O)Cn1c(=O)sc2ccccc21	1	i	-3	1	-7	-0.5	-1	16	-0.6
COc1ccc(C(O)c2nc(-c3ccc(Cl)cc3)cs2)cc1 (configuration not stated)	-2	i	-2	-3	25	-0.3	1	-7	-0.3
O=C(C1=C[C@H](c2ccc(C(F)(F)F)cc2)C[C@H](OCCCCO)O1)N1CCOCC1	-1	i	1	0	-6	0.3	5	1	-0.3
COc1ccc2nc(NC(=O)CN3CCN(C)CC3)sc2c1	1	i	2	1	-5	-0.6	-6	10	-0.2
O=C(Nc1ccc(CN2CCOCC2)cc1)c1ccc(-c2cccc([N+](=O)[O-])c2)o1	-1	i	0	-2	10	-0.1	-6	8	1.3
O=C(CSc1ncn[nH]1)Nc1ccc(S(=O)(=O)N2CCCC2)cc1	-3	i	0	3	-23	-0.4	-19	5	0.7
COc1ccc(C(=O)Nc2c(C(C)(C)C)nn(C)c2C(C)(C)C)cc1	-6	i	1	-1	-4	-0.4	10	-8	-0.9
O=C(CN1CCCCCC1)N/N=C/c1ccc2ccccc2c1	-2	i	3	-2	-4	-0.2	0	-1	-0.1
Cc1cccc(NC(=O)CCc2ccc(N3C(N)=NC(N)=NC3(C)C)cc2)c1	-12	i	2	4	-6	-0.4	16	-9	1.2
Cc1ccc(S(=O)(=O)N2CCN(C(C)C(=O)NCC(C)c3ccccc3)CC2)cc1 (configuration not stated)	-1	i	-3	1	7	-0.1	-4	-47	-0.3
O=C(CCc1ccc(O)c(O)c1)N/N=C/c1ccc2c(c1)OCO2	-4	i	-4	-1	-3	-0.2	-3	11	2.3
C/C(CCC(C)C)=N\Nc1ccc(S(N)(=O)=O)cc1[N+](=O)[O-]	-13	i	0	-3	14	-0.8	5	17	10*

Among those listed so far, two contain two or more sulfur atoms.
SMILES	MsrA act	Neddylation inh	CSN deneddyl inh	Rin1 Abl inh	FAS TE block	Tb MetRS inh	eLon inh	PABP1 MLLE inh	MsrA inh
NS(=O)(=O)c1cccc(NC(=O)CSc2nn(-c3ccccc3)c(=S)s2)c1	-5	i	-6	-1	4	0.7	-8	-32	1.5
O=C(CSc1ncn[nH]1)Nc1ccc(S(=O)(=O)N2CCCC2)cc1	-3	i	0	3	-23	-0.4	-19	5	0.7

Other entries:
SMILES	MsrA act	Neddylation inh	CSN deneddyl inh	Rin1 Abl inh	FAS TE block	Tb MetRS inh	eLon inh	PABP1 MLLE inh	MsrA inh
Cc1csc(=O)n1CC(=O)OCC(=O)NNC(=O)c1ccccc1	-3	i	-3	3	-5	-0.1	-1	29	1.3
O=C(CCS(=O)(=O)c1ccccc1)Nc1ccc2c(c1)OCO2	-6	i	-1	3	0	-0.7	3	0	0.1
FC(F)(F)c1cc(-c2ccc3c(c2)OCO3)nc(NCc2ccco2)n1	-8	i	3	-3	29	-0.6	3	-8	1.6
Cc1ccc(C)c(N(CC(=O)NC2CCCCC2)C(=O)c2snc(C(N)=O)c2N)c1	2	/	3	0	7	0.1	-2	-5	0.0
CC(C)c1ccccc1N=C1SCCN1C1CCS(=O)(=O)C1 (configuration not stated)	-1	i	0	-2	1	-0.4	-2	16	1.3
CC[C@@]1(C(=O)OC)N[C@H](CN(C)C(C)=O)[C@@H]2C(=O)N(C)C(=O)[C@@H]21	-2	i	-5	-2	-7	-0.7	0	-14	0.0
COc1cccc(/C=C2\SC(=S)N(NC(=O)c3ccncc3)C2=O)c1	-4	i	6	-1	-4	-1.7	4	-1	2.6
O=C(Nc1c(Cl)cccc1Cl)Oc1cccc2cccnc12	-7	/	0	2	14	0.3	-6	-10	-0.2
O=C(c1ccc2c(=O)n3c(nc2c1)CCC3)N1CCCSC1=Nc1ccccc1	-3	i	-1	6	-10	0.6	-4	-3	0.4
CCCCCC(=O)Nc1ccc(N2CCN(C(=O)c3ccccc3)CC2)cc1	-4	i	0	3	-2	0.0	-4	4	1.2
O=C(O)c1cccc(NC(=O)c2cc(S(=O)(=O)N3CCOCC3)cs2)c1	-9	i	-4	-1	-5	-0.7	-9	0	-0.7
Cc1ccc(C(=O)N2N=C(c3ccccc3O)CC2c2ccccc2)cc1 (configuration not stated)	-10	i	3	-4	23	-0.8	8	8	0.6
COc1ccc(CCNc2cc(N3CCN(C(=O)c4ccccc4F)CC3)ccc2[N+](=O)[O-])cc1OC	0	i	4	3	21	1.3	-5	-22	-0.1
COc1ccc(C)cc1Nc1c2c(nc3ccccc13)CCC2	-3	i	0	-4	1	0.4	-1	-10	1.6
Cn1c(NCCCN2CCOCC2)nc2c1c(=O)n(Cc1ccc(Cl)cc1Cl)c(=O)n2C	-2	i	-4	-4	0	-0.1	0	3	-0.5
COc1ccc(Cc2nnc(SCC(=O)N3CCCCC3)o2)cc1	-6	i	0	-1	-4	-0.5	-2	16	0.2
CCOc1ccc(C(NC(=O)/C=C/c2ccco2)c2ccc(OC)c(OC)c2)cc1 (configuration not stated)	-4	i	2	-1	-5	0.0	7	20	-1.8
Cc1cc(Cl)ccc1OCC(=O)Nn1c(C)ccc1C	-1	i	0	-3	4	-0.4	11	-5	0.4
Cc1c(C(=O)NCc2ccco2)oc2ccccc12	-12	i	2	0	-2	-1.2	2	-2	-0.8
Cc1cc(C(=O)CSc2nnc(NCc3ccccc3)s2)c(C)n1C	-6	i	2	-4	-5	-0.3	-5	9	1.1
CC(=O)Nc1cccc(Oc2nc(C(F)(F)F)nc3ccccc23)c1	-2	i	5	0	3	0.1	1	-2	-0.6
CC1(C)CC(NC(=O)Cc2ccc(Cl)cc2)CC(C)(C)N1	-1	i	1	1	-5	-0.1	-4	2	-1.5
CN(C)S(=O)(=O)c1ccc(=S)[nH]c1	-9	i	2	-2	-4	-1.1	3	12	-0.1
Cc1ccc(-n2nnc3c(=O)n(CC(=O)NCC4CCCO4)cnc32)cc1 (configuration not stated)	0	i	-9	-1	-6	-0.6	3	1	-0.6
O=C(c1ccc(OC2CCN(C/C=C/c3ccccc3)CC2)cc1)N1CCCCC1	-1	i	2	6.3*	0	-0.3	-4	-5	-0.8
COC(=O)c1ccc(C(=O)OC)c(=O)[nH]1	-5	+	6	-1	-5	-1.0	11	5	1.4
COc1ccccc1CCNC(=O)C(=O)NCC1OCCN1S(=O)(=O)c1ccc(Cl)cc1 (configuration not stated)	-2	i	5	-1	6	-0.4	16*	-23	0.6
